# Compound activity from PubChem.
# CIT2 TOR yeast = yeast TOR pathway CIT2-GFP modulation | 320,000 compounds, 0.065% hits | AID 2029 | GFP response vs DMSO, % at 10 µM | S. cerevisiae CIT2-GFP strain, flow cytometry, 3 h; 100 means same as DMSO wells;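 active means GFP response relative to DMSO above a set limit, near the screen mean plus 3 SD, cut at about 150% in these data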;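 further: ratio of well median GFP fluorescence to mean of DMSO wells on the plate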
# AGP1 TOR yeast = alters AGP1-GFP fluorescence in TOR pathway yeast screen. S. cerevisiae AGP1-GFP multiplex flow cytometry, 3 h; GFP as percent of DMSO wells. GFP response vs DMSO, % at 10 µM. 320,000 compounds, 0.02% hits. AID 2066;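 active means GFP response relative to DMSO above a set limit, near screen average plus 3 SD, cut at about 150% in these data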;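 further: median GFP channel fluorescence of the gated AGP1 strain per well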
# GRK2 inh = human GRK2 inhibition via aptamer displacement. P25098. bead flow cytometry, FAM-aptamer displacement from GRK2. inhibition of aptamer binding, % at 10 µM. 330,000 compounds, 0.59% hits;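 active means inhibition of aptamer binding above 40%, roughly 3 SD of noise, on plates passing a quality check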;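 further: median bead fluorescence of bound FAM aptamer so fluorescent compounds give negative values; no value below 0 was filed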
# Target sequence (P25098 whole entry, looked up): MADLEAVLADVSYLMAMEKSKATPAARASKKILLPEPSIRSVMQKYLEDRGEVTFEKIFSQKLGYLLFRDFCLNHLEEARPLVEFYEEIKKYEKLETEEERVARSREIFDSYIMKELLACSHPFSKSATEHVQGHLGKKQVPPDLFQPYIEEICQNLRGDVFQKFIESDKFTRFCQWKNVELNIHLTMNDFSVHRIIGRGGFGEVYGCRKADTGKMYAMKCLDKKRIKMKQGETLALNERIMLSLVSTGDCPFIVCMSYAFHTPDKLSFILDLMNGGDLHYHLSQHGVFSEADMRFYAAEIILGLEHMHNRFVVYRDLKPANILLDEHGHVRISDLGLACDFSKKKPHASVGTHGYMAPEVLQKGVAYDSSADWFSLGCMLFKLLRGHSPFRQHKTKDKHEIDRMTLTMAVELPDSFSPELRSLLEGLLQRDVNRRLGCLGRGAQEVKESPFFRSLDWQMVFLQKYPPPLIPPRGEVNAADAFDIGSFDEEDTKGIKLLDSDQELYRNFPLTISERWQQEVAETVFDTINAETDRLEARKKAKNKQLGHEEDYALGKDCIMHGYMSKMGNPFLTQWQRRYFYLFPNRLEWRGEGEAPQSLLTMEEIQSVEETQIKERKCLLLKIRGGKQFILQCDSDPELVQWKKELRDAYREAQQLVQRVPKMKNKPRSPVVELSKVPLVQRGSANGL
# CR mimetic SO = yeast age-related superoxide inhibition as caloric restriction mimetic | 330,000 compounds, 0.18% hits | superoxide response (% of plate mean), % at 10 µM | S. cerevisiae aged cells, superoxide DHE fluorescence; stronger effect = lower value;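 active means superoxide response under a set limit, about three screen SD below normal, cut at about 65% in these data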;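 further: yeast aged for seven days with compound at 30 °C before DHE staining; 100% = average MFI of all compound-treated wells on the plate with controls excluded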
# RPL19A TOR yeast = alters RPL19A-GFP fluorescence in TOR pathway yeast screen; S. cerevisiae RPL19A-GFP strain, flow cytometry, 3 h; stronger effect = lower value; percent response vs DMSO, % at 10 µM; 330,000 compounds, 0.3% hits; AID 2025;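 active means percent response vs DMSO below 50%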;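 further: median channel GFP fluorescence of the barcoded RPL19A-GFP strain; ratio of sample median GFP to plate DMSO average so 100% = DMSO; lower means less RPL19A-GFP as with rapamycin TOR inhibition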
# MEP2 TOR yeast = alters MEP2-GFP fluorescence in TOR pathway yeast screen. S. cerevisiae MEP2-GFP strain, flow cytometry GFP, 3 h; 100% = DMSO control level. GFP response vs DMSO, % at 10 µM. 330,000 compounds, 0.51% hits. AID 2016;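 active means GFP response versus DMSO above a set limit, roughly screen mean plus 3 SD, cut at about 180% in these data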;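 further: median GFP fluorescence of the barcode-gated MEP2-GFP cells per well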
# LAP4 TOR yeast = alters LAP4-GFP fluorescence in TOR pathway yeast screen; 320,000 compounds, 0.34% hits; S. cerevisiae LAP4-GFP multiplex, flow cytometry GFP, 3 h; median GFP as percent of DMSO wells; GFP response vs DMSO, % at 10 µM; AID 2023;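 active means GFP response vs DMSO above a set limit, about the screen mean plus 3 SD, cut at about 150% in these data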
# VLA-4 inh = inhibition in a human VLA-4 binding assay. P13612. VLA-4 expressing cells, ligand binding flow cytometry. inhibition, % (about 7 µM as worked out from the volumes in the protocol). 330,000 compounds, 0.2% hits; in the data active means inhibition above about 50%
# * = called active by the depositor; · = not tested or not shown.
SMILES,CIT2 TOR yeast,AGP1 TOR yeast,GRK2 inh,CR mimetic SO,RPL19A TOR yeast,MEP2 TOR yeast,LAP4 TOR yeast,VLA-4 inh
O=C(N/N=C/c1ccccc1O)c1ccc2c(c1)OCO2,108,108,0,99,105,93,102,-6
O=C(CSc1ccc2c(c1)OCCO2)NC(=O)NC1CCCC1,98,103,2,96,99,101,99,18
Cc1cccc(C)c1NC(=O)CNC(=O)C1CCCC1,101,100,0,128,100,104,101,-5
O=C(CC1C(=O)NCCN1CC1CCCCC1)NCc1ccccc1Cl (stereo not drawn),98,97,0,89,99,99,90,8
CC(=O)N1c2ccc(S(=O)(=O)N3CCC(C(=O)N4CCN(c5ccccc5F)CC4)CC3)cc2CC1C (stereo not drawn),96,92,0,98,96,101,100,-1
CCc1ccccc1NC(=O)CNC(=O)CNC(=O)c1cccs1,99,107,0,91,104,104,105,-2
CC1CCN(C(=O)COC(=O)Cc2c[nH]c3ccccc23)CC1,103,101,1,100,96,97,100,10
Cc1nn(C)cc1C(=O)Nc1c(C)nn(Cc2ccccc2Cl)c1C,105,100,1,98,104,103,96,2
Cc1cc(N2CCOCC2)nc(-c2ccccc2O)n1,92,86,0,82,95,101,87,16
CC(=O)Cc1nsc(NC(=O)c2ccc(COc3cccc(C)c3)o2)n1,91,95,1,103,101,100,96,-8
CCOc1c2ccc(C(=O)NCc3ccco3)cc2nn1CCOC,91,87,1,96,99,90,105,27
CSCCC(NC(N)=O)C(=O)Nc1ccc(C)cc1 (stereo not drawn),101,96,1,98,98,101,97,-2
O=C(NC1CCCc2ccccc21)c1cccc(S(=O)(=O)N2CCOCC2)c1 (stereo not drawn),92,99,1,95,97,97,96,26
Cc1nc(N)nc(C)c1Cc1ccccc1,89,90,3,99,90,95,81,4
N#CC1(NC(=O)CSc2nc3ncc(Cl)cc3[nH]2)CCCCC1,95,103,6,87,91,87,97,-20
CC(C)(C)C(=O)Nc1ccccc1-c1nc2ccccc2[nH]c1=O,101,96,0,102,105,112,92,14
COc1ccc(-n2c(C)cc(C(=O)COc3ccc(-n4cnnn4)cc3)c2C)cc1,108,101,0,88,100,104,104,-68
CN(C)/C=C(/C(=O)c1ccc(Cl)cc1)S(=O)(=O)c1ccccc1,117,110,0,85,105,106,101,7
COCCNC(=O)c1c(NC(=O)c2nc(SC)ncc2Cl)sc2c1CCCC2,92,99,0,89,99,102,98,-5
O=P(Cc1cc[n+]([O-])cc1)(c1ccccc1)c1ccccc1,107,104,0,95,100,105,102,6
C=CCN(c1ccccc1)S(=O)(=O)c1cc2c(cc1C)N(C)CCO2,93,96,2,81,93,99,101,3
CCOC(=O)C1=C(Cc2ccc(Cl)cc2)C(=O)c2ccccc2C1=O,81,67,4,89,94,106,190*,·
O=C(CNC(=O)N1CC(=O)Nc2ccccc21)NCc1ccccc1Cl,91,96,3,117,96,97,92,5
CCCCc1nc(Cl)c(C#N)c2c1CCC2,115,112,1,110,95,89,113,-3
NC(=O)CC(NC(=O)Cc1ccc(Cl)cc1)c1ccc(N2CCC(Cc3ccccc3)CC2)c([N+](=O)[O-])c1 (stereo not drawn),84,86,0,110,101,96,104,-2
COc1ccc(OC)c(NC(=O)CCC(=O)N(Cc2ccc(OC)c(OC)c2)c2nccs2)c1,84,96,1,111,93,101,98,4
COc1ccc(S(=O)(=O)NC(C)C(=O)N2CCCC2)cc1Cl (stereo not drawn),106,107,1,103,110,113,100,12
O=C(NC1CCN(C(=O)Nc2ccccc2Cl)CC1)c1ccccc1,88,92,2,85,92,92,92,5
CC1(c2ccc(OC(F)F)cc2)NC(=O)N(CC(=O)Nc2ccc3[nH]c(=O)[nH]c3c2)C1=O (stereo not drawn),89,102,0,92,95,98,103,1
O=C(Nc1ccc(F)c(Cl)c1)c1cccnc1,97,98,2,94,99,104,101,-15
COC(=O)c1ccccc1NC(=S)NC(=O)c1cccc2ccccc12,104,104,1,101,98,104,103,6
C=CCn1c(=O)c(C(=O)Nc2ccccc2S(N)(=O)=O)c(O)c2ccccc21,90,102,5,109,96,95,106,6
O=C(CSc1nnnn1-c1cccnc1)Nc1ccccc1F,114,102,7,95,108,102,81,-7
Cc1ccccc1-c1nnn(CC(=O)c2ccc(S(=O)(=O)N3CCCC3)cc2)n1,·,97,47*,120,99,100,96,1
CCOC(=O)c1c(C)c(C(=O)N2CCN(c3cccc(Cl)c3)CC2)c(C)n1C,107,110,0,98,107,98,110,0
COc1ccc(-c2nc(C#N)c(N3CCN(c4ccccc4)CC3)o2)cc1,96,102,2,106,100,111,112,26
COc1ccccc1CNC(=O)[C@@H]1CCCN1C(=O)C1CCN(S(=O)(=O)c2ccc(C)cc2)CC1,89,97,0,99,96,95,96,5
COc1ccc(OC)c(CNC(=O)CCn2c(=O)c3cccn3c3ccc(F)cc32)c1,103,104,2,103,101,104,96,-113
O=C(c1ccco1)N1CCc2ccccc21,104,98,0,90,96,108,96,26
CC(=O)N1N=C(c2ccco2)CC1c1cc2ccc(C)cc2nc1Cl (stereo not drawn),111,114,3,89,94,87,100,-3

# Three structures already listed, sorted by heavy-atom count, smallest number first.
SMILES,CIT2 TOR yeast,AGP1 TOR yeast,GRK2 inh,CR mimetic SO,RPL19A TOR yeast,MEP2 TOR yeast,LAP4 TOR yeast,VLA-4 inh
O=C(c1ccco1)N1CCc2ccccc21,104,98,0,90,96,108,96,26
Cc1ccccc1-c1nnn(CC(=O)c2ccc(S(=O)(=O)N3CCCC3)cc2)n1,·,97,47*,120,99,100,96,1
COc1ccc(OC)c(CNC(=O)CCn2c(=O)c3cccn3c3ccc(F)cc32)c1,103,104,2,103,101,104,96,-113

# Back to the main list with the 2 entries that preceded the break.
SMILES,CIT2 TOR yeast,AGP1 TOR yeast,GRK2 inh,CR mimetic SO,RPL19A TOR yeast,MEP2 TOR yeast,LAP4 TOR yeast,VLA-4 inh
O=C(c1ccco1)N1CCc2ccccc21,104,98,0,90,96,108,96,26
CC(=O)N1N=C(c2ccco2)CC1c1cc2ccc(C)cc2nc1Cl (stereo not drawn),111,114,3,89,94,87,100,-3
COc1ccc(/C=C(\C#N)C(=O)NCc2ccccc2)cc1,100,103,0,97,100,92,101,9
CC(=O)c1c(C)[nH]c(C(=O)CN2CCN(S(=O)(=O)c3ccccc3)CC2)c1C,98,99,0,77,96,115,99,-18
CCOC(=O)N1CCN(Cc2nc(N)nc(Nc3ccc(Cl)cc3)n2)CC1,101,103,0,92,97,97,108,0
Cc1cc2c(cc1S(=O)(=O)CCC(=O)NC1CCC(C)CC1)OCC(=O)N2 (stereo not drawn),103,101,2,118,100,98,93,24
CC(=O)N1CCN(c2ccc(NC(=O)c3ccc([N+](=O)[O-])o3)cc2Cl)CC1,100,100,2,141,110,102,98,18
Cc1noc(C)c1COc1ccc(C(=O)NCC2CCCO2)cc1 (stereo not drawn),96,97,0,108,97,94,·,1
O=C(CCCNS(=O)(=O)c1ccccc1)NCc1ccco1,106,104,0,97,103,112,107,1
O=C(CN1C(=O)C2C3C=CC(C3)C2C1=O)NCC1COc2ccccc2O1 (stereo not drawn),107,106,0,102,104,101,101,1
CCC(Oc1ccccc1)C(=O)Nc1ccc(S(=O)(=O)N2CCOCC2)cc1 (stereo not drawn),99,104,0,105,94,103,90,-9
CC(C)(C)c1nn2cnnc2n(/N=C/c2cccc3ccccc23)c1=O,102,109,5,93,110,100,103,4
O=C(CSc1nnc(Cc2ccccc2)o1)N1CCc2ccccc21,102,97,1,108,103,100,99,-2
COc1ccc(-c2nn3c(-c4ccccc4)nnc3s2)cc1,89,87,0,102,99,99,107,-23
S=C(Nc1ccccc1Cl)N1CCN(c2ccccn2)CC1,95,96,0,95,98,95,93,8
Cc1nccn1S(=O)(=O)c1ccc(Br)cc1Br,99,100,1,93,98,99,102,13
COc1ccc(C(=O)N2CCN(C(=O)c3ccncc3)CC2)cc1,95,103,0,92,97,101,94,2
C=CCn1c(SCC(=O)Nc2cccnc2Cl)nnc1-c1ccc(Cl)cc1,102,105,2,84,100,106,99,16
NC(=O)CC(NC(=O)Cc1ccc(Cl)cc1)c1ccc(NC2CCCCCC2)c([N+](=O)[O-])c1 (stereo not drawn),103,103,0,108,100,103,99,0
CC(=O)Oc1ccc2occ(C(=O)c3ccccc3)c2c1,101,100,0,107,97,96,116,-6
C=CCc1cc(Cl)ccc1OCCCNC(C)CC (stereo not drawn),111,106,0,114,105,103,98,4
Cc1nc2sc(C(c3cccs3)N3CCN(C(=O)c4ccco4)CC3)c(O)n2n1 (stereo not drawn),83,89,2,95,91,90,95,14

# Entries listed so far that bear a hit mark in LAP4 TOR yeast:
compound	CIT2 TOR yeast	AGP1 TOR yeast	GRK2 inh	RPL19A TOR yeast	MEP2 TOR yeast	LAP4 TOR yeast	VLA-4 inh
CCOC(=O)C1=C(Cc2ccc(Cl)cc2)C(=O)c2ccccc2C1=O	81	67	4	94	106	190*	·

# Structural class: the entries above containing two or more sulfur atoms (2)
SMILES,CIT2 TOR yeast,AGP1 TOR yeast,GRK2 inh,CR mimetic SO,RPL19A TOR yeast,MEP2 TOR yeast,LAP4 TOR yeast,VLA-4 inh
COCCNC(=O)c1c(NC(=O)c2nc(SC)ncc2Cl)sc2c1CCCC2,92,99,0,89,99,102,98,-5
Cc1nc2sc(C(c3cccs3)N3CCN(C(=O)c4ccco4)CC3)c(O)n2n1 (stereo not drawn),83,89,2,95,91,90,95,14

# Further results follow:
SMILES,CIT2 TOR yeast,AGP1 TOR yeast,GRK2 inh,CR mimetic SO,RPL19A TOR yeast,MEP2 TOR yeast,LAP4 TOR yeast,VLA-4 inh
COc1cccc(N(CC(=O)NCCSc2ccc(Cl)cc2)S(C)(=O)=O)c1,102,101,0,108,95,94,91,5
CCCCN1C(=O)Nc2ccccc2S1=O (stereo not drawn),101,103,2,101,107,100,90,-2
COc1ccccc1C(=O)COC(=O)c1ccc(Cl)nc1,84,85,0,106,91,97,98,7
O=C(c1ccccc1)c1ccc(OCCOCCN2CCN(Cc3ccccc3)CC2)cc1,100,90,0,109,95,96,92,-6
Cc1ccc(S(=O)(=O)N(C)C)cc1NC(=O)Nc1c(-c2ccccc2)noc1C,115,109,3,92,102,108,112,6
CC(C)c1ccc(S(=O)(=O)Nc2ccc(N3CCOCC3)cc2)cc1,94,104,1,106,112,117,112,3

# Not a hit list; about 1.7% have a hit in one of these screens.
